Screens (PubChem)
hcGAS lum – inhibitors of human cGAS; inhibition, % at 12.5 µM; AID 1259398; hit rate 0.081% among 290,000; Q8N884; recombinant h-cGAS, ATP depletion, Kinase-Glo luminescence;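 note: 0% = vehicle reaction and 100% = reaction without DNA for no activity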
Target sequence (Q8N884 whole entry, looked up): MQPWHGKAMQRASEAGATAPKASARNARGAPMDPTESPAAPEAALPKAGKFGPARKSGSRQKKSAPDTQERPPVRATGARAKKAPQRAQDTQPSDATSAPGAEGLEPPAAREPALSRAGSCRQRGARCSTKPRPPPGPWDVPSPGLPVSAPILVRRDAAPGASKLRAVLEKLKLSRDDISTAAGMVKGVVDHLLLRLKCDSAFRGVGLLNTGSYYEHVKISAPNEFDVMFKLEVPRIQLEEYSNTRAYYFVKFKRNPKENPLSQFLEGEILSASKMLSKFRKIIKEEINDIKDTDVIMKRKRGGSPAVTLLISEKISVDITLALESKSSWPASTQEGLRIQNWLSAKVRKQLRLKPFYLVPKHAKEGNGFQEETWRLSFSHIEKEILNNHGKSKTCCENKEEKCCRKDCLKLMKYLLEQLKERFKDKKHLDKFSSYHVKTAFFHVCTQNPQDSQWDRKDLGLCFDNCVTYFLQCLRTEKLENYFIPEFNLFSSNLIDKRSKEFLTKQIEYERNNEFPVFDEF
NPYLR7 agonist – mosquito NPYLR7 agonism. HEK293T NPYLR7/Galpha15, GCaMP6s calcium fluorescence. activation, % at 10 µM. hit rate 0.15% among 270,000. AID 1259423; in the data active = activation above about 40%;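 note: 0% = vehicle and 100% = reference agonist at the receptor; some compounds past the cut are filed as inactive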
mcGAS lum – mouse cGAS inhibition by luminescence; Q8C6L5; recombinant cGAS, Kinase-Glo ATP depletion luminescence; inhibition, % at 12.5 µM; hit rate 0.15% among 160,000;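 note: 0% = negative control wells and 100% = reference inhibitor with no enzyme activity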
Active calls of the source: *; x = not tested or not shown; & = joins results of further samples. Cut-off read from the data, not from the text of the source, unless noted: active = inhibition above about 40%; inactive = the rest.

# | smiles | NPYLR7 agonist | mcGAS lum | hcGAS lum
1 | N[C@H](CCC(=O)NCS(=O)(=O)O)C(=O)O | -3 | -12 | -19
2 | COc1ccc(S(=O)(=O)Oc2ccccc2CN(CC2CCCO2)C(=O)NC(C)C)cc1 (stereo not given) | -12 | -10 | -5
3 | COc1ccc(S(=O)(=O)Oc2ccc(CN(Cc3ccco3)C(=O)CC(C)(C)C)cc2)cc1 | -2 | -3 | -3
4 | Cc1ccsc1[C@@H]1CCN(C(=O)CCN2Cc3ccccc3C2=O)C[C@H]1O | -2 | x | -3
5 | COc1cccc(C(=O)Nn2cnc3c(cnn3-c3ccc(C)cc3)c2=O)c1 | 2 | x | -5
6 | CN(C1CCN(Cc2ccccc2)CC1)[C@@H]1CS(=O)(=O)C[C@H]1O | 5 | x | -1
7 | Cc1ccc(NC(=O)c2csc(CSc3nnc(C)n3-c3ccccc3C)n2)cc1C | 21 | -4 | 0
8 | O=C1NC(=S)N/C1=C\c1ccc(Cl)cc1Cl | -4 | -3 | -6
9 | CN1c2ccccc2-c2nc3ccccc3n2C1c1ccccn1 (stereo not given) | 4 | x | -2
10 | O=C(CCc1nnc(-c2ccc3c(c2)OCO3)o1)NC1Cc2ccccc2C1 | -1 | -9 | -2
11 | O=c1c2ccccc2c2nc3c(c(-c4cccnc4)c12)c(=O)c1ccccc13 | -20 | x | 5
12 | CCNC(=O)Cn1ccc(NC(=O)N(C)C2CCCCCCC2)n1 | 3 | -16 | -6
13 | COc1ccc2oc(=O)c(-c3csc(NC(=O)c4ccccc4)n3)cc2c1 | 17 | -7 | -3
14 | Cc1cc(C)n2cc(CSc3nc4nc(-c5cccs5)cc(C(F)(F)F)c4c(=O)[nH]3)nc2n1 | -5 | x | 1
15 | CC(=O)c1ccc2c(c1)N(Cc1ccc3ccccc3c1)C(=O)C(C)S2 (stereo not given) | 6 | x | 0
16 | C=CCN(Cc1csc(COc2c(OC)cccc2OC)n1)C(=O)c1ccc(Cl)cc1 | 10 | -6 | 2
17 | CC(=O)Nc1ccc(Oc2ccc(C#N)cn2)cc1 | -1 | x | -2
18 | CC1=CC2C(C(C)C)CCC(C)(O)C2CC1 (stereo not given) | -4 | x | -4
19 | CCCCOc1ccc(C(=O)NCc2nnc(SCC(=O)Nc3ccccc3C(F)(F)F)n2-c2ccccc2)cc1 | -7 | x | 1
20 | CSc1ncc(CNCc2cccs2)c(N2CCN(c3ccccc3F)CC2)n1 | 6 | -5 | -4
21 | Cc1cc(CN2CCN(C)CC2)c(C)c(CN2C[C@H]3CNC[C@H]3C2)c1 | x | -5 | -9
22 | CC(C(=O)NC1CCCC1)N(C)CC(=O)Nc1ccc(Cl)c(C(F)(F)F)c1 (stereo not given) | 2 | x | -5
23 | Cn1ncc(Br)c1C(=O)Nc1nccs1 | 0 | x | -8
24 | CCc1c(C)sc2c1c(=O)[nH]c1c(-c3ccccc3)c(O)cn12 | -12 | x | 9
25 | OCC1(CC2CCCCO2)CCN(c2nnnn2-c2ccccc2)CC1 (stereo not given) | -5 | -13 | -4

4 records drawn at random from those above, as already listed:
# | smiles | NPYLR7 agonist | mcGAS lum | hcGAS lum
11 | O=c1c2ccccc2c2nc3c(c(-c4cccnc4)c12)c(=O)c1ccccc13 | -20 | x | 5
5 | COc1cccc(C(=O)Nn2cnc3c(cnn3-c3ccc(C)cc3)c2=O)c1 | 2 | x | -5
19 | CCCCOc1ccc(C(=O)NCc2nnc(SCC(=O)Nc3ccccc3C(F)(F)F)n2-c2ccccc2)cc1 | -7 | x | 1
6 | CN(C1CCN(Cc2ccccc2)CC1)[C@@H]1CS(=O)(=O)C[C@H]1O | 5 | x | -1

The main list resumes, starting 3 compounds before the break.
# | smiles | NPYLR7 agonist | mcGAS lum | hcGAS lum
23 | Cn1ncc(Br)c1C(=O)Nc1nccs1 | 0 | x | -8
24 | CCc1c(C)sc2c1c(=O)[nH]c1c(-c3ccccc3)c(O)cn12 | -12 | x | 9
25 | OCC1(CC2CCCCO2)CCN(c2nnnn2-c2ccccc2)CC1 (stereo not given) | -5 | -13 | -4
26 | COC(=O)c1ccsc1-c1sccc1C(=O)OC | 1 | x | -1
27 | CCOC(=O)c1ccc2c(c1)nc(SCc1ccc(OC)c(C(F)(F)F)c1)n2Cc1cccc(F)c1 | 7 | -6 | -2
28 | CC1CCCN(c2nc3c(c(=O)[nH]c(=O)n3C)n2Cc2ccccc2F)C1 (stereo not given) | 3 | -6 | -3
29 | S=c1[nH]ccn1-c1ccc(Br)cc1 | 0 | 2 | 2
30 | Cc1ccsc1-c1cn(CC2(C)CCCO2)nn1 (stereo not given) | x | -12 | -8
31 | CN1CCN(N=C2C(=O)Nc3ccc(Br)cc32)CC1 | -7 | x | -3
32 | COc1ccccc1/C=C1\SC(=S)N(C(Cc2ccccc2)C(=O)O)C1=O (stereo not given) | 7 | 0 | 5
33 | CN(C)c1ncc(CNC2CCCc3nc(-c4cccnc4)ncc32)s1 (stereo not given) | 19 | -13 | -10
34 | COc1ccc(C2CC(C(F)(F)F)n3ncc(C(N)=O)c3N2)cc1 (stereo not given) | 4 | -4 | -4
35 | Cc1cc2c(=O)n(C)c(SCC(=O)Nc3ccc4c(c3)OCCO4)nc2s1 | -6 | x | -7
36 | COc1cc(CN2CCn3nc(C(=O)NCc4ccc5c(c4)OCO5)cc3C2=O)cc(OC)c1 | 14 | -4 | -3
37 | Cc1ccccc1Oc1ncccc1CNC(=O)c1cnn2ccn(C)c12 | -2 | x | -1
38 | COCCn1c(C)cn2c3c(=O)n(CCC(C)C)c(=O)n(C)c3nc12 | -1 | x | -5
39 | Cc1ccc(S(=O)(=O)n2nc(C)c(S(=O)(=O)N3CCCCC3)c2C)cc1C | 6 | x | 5
40 | CCCC(=O)OCC(O)CN(Cc1ccc(F)cc1)Cc1ccsc1 (stereo not given) | -1 | -4 | -2
41 | COc1ccc(Cl)cc1N1CCN(C(=O)c2cccc(Br)c2)C(C)C1=O (stereo not given) | -3 | -5 | -3
42 | O=C(O)CCCN(c1ccccc1C(=O)O)S(=O)(=O)/C=C/c1ccccc1 | -4 | -2 | -3
43 | Cc1c(S(=O)(=O)N2CCCC2)c(=O)n(C)c(=O)n1C | 4 | -7 | -5
44 | CCOC(=O)CCCNC(=O)N1CCN(c2ccc(NC(=O)c3ccccc3F)cn2)CC1 | 10 | -6 | -3
45 | Cc1ccc2nc(-c3cc(NC(=O)c4ccc(Cl)c([N+](=O)[O-])c4)ccc3O)oc2c1 | -19 | 3 | 7
46 | CCOc1ccc(S(=O)(=O)Cc2cccc(C(N)=O)c2)cc1 | -2 | x | -6
47 | Cc1nnnn1-c1cccc(NC(=O)N2CCC(N3CCCCC3)CC2)c1 | -5 | x | -1
48 | CCCc1cc(NC(C)C)n2nc3nc(C)cc(C)c3c2n1 | 3 | -7 | -8
49 | CCC(CC)c1nnc(NC(=O)CN2C(=O)C3C4C=CC(C4)C3C2=O)s1 (stereo not given) | 2 | x | -2
50 | CCN(CC)C(=O)c1cc(NC(=O)COc2ccccc2)ccc1N1CCN(c2ccccc2OC)CC1 | 20 | -5 | -5

Compound profiles, as listed above. Values in the order: NPYLR7 agonist, mcGAS lum, hcGAS lum
Shown for `N[C@H](CCC(=O)NCS(=O)(=O)O)C(=O)O` : -3, -12, -19
Shown for `C=CCN(Cc1csc(COc2c(OC)cccc2OC)n1)C(=O)c1ccc(Cl)cc1` : 10, -6, 2
Shown for `CC(=O)Nc1ccc(Oc2ccc(C#N)cn2)cc1` : -1, x, -2
Shown for `CCN(CC)C(=O)c1cc(NC(=O)COc2ccccc2)ccc1N1CCN(c2ccccc2OC)CC1` : 20, -5, -5
Shown for `COc1ccc(Cl)cc1N1CCN(C(=O)c2cccc(Br)c2)C(C)C1=O` (stereo not given) : -3, -5, -3

Results in NPYLR7 agonist and hcGAS lum, for some of the entries so far:
item | mol | NPYLR7 agonist | hcGAS lum
35 | Cc1cc2c(=O)n(C)c(SCC(=O)Nc3ccc4c(c3)OCCO4)nc2s1 | -6 | -7
36 | COc1cc(CN2CCn3nc(C(=O)NCc4ccc5c(c4)OCO5)cc3C2=O)cc(OC)c1 | 14 | -3
37 | Cc1ccccc1Oc1ncccc1CNC(=O)c1cnn2ccn(C)c12 | -2 | -1

Further entries.
# | smiles | NPYLR7 agonist | mcGAS lum | hcGAS lum
51 | COc1ccc(NC(=O)N2CCN3CCNC(=O)C3C2)cc1OC (stereo not given) | -2 | -12 | 2
52 | O=c1[nH]c2ccc(S(=O)(=O)Nc3ccc4c(c3)OC3(CCCC3)O4)cc2[nH]1 | 11 | x | -7
53 | CCCc1cnc(-c2cc(F)ccc2C)nc1 | 11 | -16 | -4
54 | Cc1cc(C)cc(Oc2coc3cc(OCC(O)Cn4nc(C)c(C)c4C)ccc3c2=O)c1 (stereo not given) | -1 | -9 | -6
55 | CC(=O)Oc1c(/C=C(\C#N)C(N)=O)[nH]c2ccccc12 | 51* | x | 4
56 | CC(Sc1n[nH]c(N)n1)c1nnc(-c2ccc(F)cc2)o1 (stereo not given) | -1 | x | 0
57 | CN(CCC#N)C(=O)CSc1nnc(CCC(N)=O)n1C | 0 | x | -9
58 | CCCn1c(=O)c2c(nc3n2CC(C)CN3C2CCCCC2)n(C)c1=O (stereo not given) | 0 | x | -12
59 | O=C(c1ccccc1)N1CCC(NC2C=CS(=O)(=O)C2)CC1 (stereo not given) | 1 | x | -5
60 | OC(COCc1ccco1)CN(Cc1cccc(F)c1)C1CC1 (stereo not given) | 9 | -2 | 1
61 | CC(C)(C)CC(C)(C)Nc1c(C2CCCCC2)nc2c(Cl)cc(Cl)cn12 | 4 | -6 | -2
62 | O=C(OC1CC2CCC1C2)C1CC(=O)N(C2CCCC2)C1 (stereo not given) | 8 | x | -6
63 | CCC(NCc1c(C(=O)N(C)Cc2ccccc2)nc2ccccn12)c1ccc(F)cc1 (stereo not given) | -5 | -10 | 1
64 | Cc1cc(C(=O)N2CCCS2(=O)=O)c(C)s1 | 4 | x | -6
65 | Cc1ccc(-c2nnc(C(C)Sc3nnc(N)s3)o2)cc1 (stereo not given) | -1 | x | -2
66 | Cc1nc(Nc2ccc(F)c(Cl)c2)sc1C(=O)N(C)C | -2 | -2 | -5
67 | Cc1ccc(Cn2c(N3CCN(Cc4ccc(F)cc4)CC3)nc3c2c(=O)[nH]c(=O)n3C)cc1 | 6 | -8 | -6
68 | COc1ccc2ccccc2c1/C=C1\N=C(c2ccccc2)OC1=O | -2 | x | 1
69 | CCCOC(=O)c1c(NC(=O)c2c(-c3ccccc3)noc2C)sc2c1CCC(C)C2 (stereo not given) | -2 | x | -4
70 | CCCCC(CC)C(=O)N1CCC[C@@H]1C(=O)NCCCNC(C)=O (stereo not given in full) | 10 | -6 | -7
71 | CN(c1ccc(-c2csc(NC(=O)c3ccco3)n2)cc1)S(C)(=O)=O | 9 | -8 | -5
72 | Cc1cc(C(=O)NCCn2nc(-c3ccccc3)ccc2=O)nc(C)n1 | 3 | -8 | -4
73 | COC(=O)c1ccc(COC(CN2CCN(C(=O)Nc3ccc(OC(F)F)cc3)CC2)c2ccc(Cl)cc2)cc1 (stereo not given) | x | -6 | -3
74 | CCOC(=O)C1=C(O)/C(=C\c2cccc(OCC)c2O)SC1=Nc1ccccc1F | -6 | -6 | -8
75 | CCOC(=O)c1cccc(=O)c2c(C)n(CC3CCCO3)c(C)c12 (stereo not given) | -4 | x | -10
76 | COc1cccc(NC(=O)CCC2CCN(C(=O)C(C)n3cncn3)CC2)c1 (stereo not given) | 4 | x | -9
77 | CCONC(=O)c1cc2cc(OC)cc(OC)c2[nH]1 | 0 | x | 0
78 | Cc1noc(-c2cccc(C(F)(F)F)c2)c1C(=O)NCCc1cccc(Cl)c1 | 7 | -6 | -10
79 | COc1ccc2nc(CNC3CCN(CC(C)C)CC3)[nH]c2c1 | x | -4 | -2
80 | C=CCn1c(=NC(=O)CCS(=O)(=O)c2ccccc2)sc2c(OC)ccc(OC)c21 | 3 | -8 | -9
81 | COc1ccc(C)cc1NC(=O)CN1CC(C(=O)O)CC1=O (stereo not given) | 3 | x | -5
82 | Cc1nn2c(N3CCOCC3)cc(C(C)(C)C)nc2c1-c1ccccc1Cl | 17 | 0 | 0
83 | Cn1nc(CO)c2c1CCN(C(=O)C1(N3CCOCC3)CCCCC1)C2 | x | -5 | -11
84 | CCNc1nc(C(=O)N(C)Cc2ccc(Br)o2)cs1 | 9&7 | -6 | -8&-5
